PrPC surface inh – inhibitors of human cell surface prion protein PrPC; P04156; TR-FRET read-out; inhibition, % at 13.8 µM; 370,000 tested, 0.43% active; AID 720596; in the data active = inhibition above about 24%; also: 0% = median of the test wells and 100% = reference compound wells
Vc quorum ag – quorum light induction in luxS cqsA deficient V. cholerae; V. cholerae BH1578 lux reporter, luminescence, 6 h; activation, % at 18.7 µM; 350,000 tested, 0.16% active; in the data active = activation mostly above about 9.7%, no sharp cut-off; also: not every result past the cut was called active; inactives centre near 0; reference of the scale not given here
Anthrax LF inh2 – blocks Bacillus anthracis lethal factor protease. multiplex microsphere protease cleavage assay, LF. inhibition, % at 10 µM. 360,000 tested, 0.12% active. P15917. AID 588501; also: plate controls were buffer without enzyme for full effect and enzyme alone for no effect
Target sequence (P15917 whole entry, looked up): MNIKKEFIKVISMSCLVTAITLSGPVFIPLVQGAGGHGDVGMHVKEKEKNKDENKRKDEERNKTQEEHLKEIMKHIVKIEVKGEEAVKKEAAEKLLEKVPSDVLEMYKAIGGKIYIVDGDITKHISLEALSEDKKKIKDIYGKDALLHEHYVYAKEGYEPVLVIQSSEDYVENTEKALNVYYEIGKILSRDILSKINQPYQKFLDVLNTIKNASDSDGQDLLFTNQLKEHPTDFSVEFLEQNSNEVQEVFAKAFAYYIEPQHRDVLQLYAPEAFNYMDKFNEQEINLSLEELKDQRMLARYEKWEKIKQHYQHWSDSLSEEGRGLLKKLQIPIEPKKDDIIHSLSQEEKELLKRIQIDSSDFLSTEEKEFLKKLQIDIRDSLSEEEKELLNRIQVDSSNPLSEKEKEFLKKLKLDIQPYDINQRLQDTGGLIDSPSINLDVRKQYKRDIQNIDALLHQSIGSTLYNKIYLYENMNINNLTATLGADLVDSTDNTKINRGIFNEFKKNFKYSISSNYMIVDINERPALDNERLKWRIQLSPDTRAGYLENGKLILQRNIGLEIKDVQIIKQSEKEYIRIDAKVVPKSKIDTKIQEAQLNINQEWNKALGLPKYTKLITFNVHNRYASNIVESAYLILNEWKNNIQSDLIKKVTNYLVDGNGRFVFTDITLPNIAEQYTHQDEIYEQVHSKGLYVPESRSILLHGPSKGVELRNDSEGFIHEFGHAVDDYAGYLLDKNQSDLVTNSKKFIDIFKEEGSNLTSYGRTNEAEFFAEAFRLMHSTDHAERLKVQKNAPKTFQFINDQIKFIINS
PfHsp40 yeast – restores yeast growth despite PfHsp40 toxicity; 340,000 tested, 0.68% active; S. cerevisiae expressing PfHsp40, growth rescue, ATP luminescence; growth rescue, % at 12.5 µM; in the data active = growth rescue above about 28%, passing the limit was not always enough;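 also: yeast W303a lacking pdr1 and pdr3 grown in galactose medium; growth measured after three days at 30 °C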
TcdB GH inh – TcdB glycohydrolase inhibition | inhibition, % at 9.99 µM | P18177 | TcdB glycohydrolase enzymatic assay, plate reader | 350,000 tested, 0.24% active; in the data active = inhibition above about 10%
SARS 3CLpro inh – SARS-CoV 3CLpro protease inhibition; P0C6X7; recombinant SARS-CoV 3CLpro, quenched FRET peptide cleavage; inhibition, % at 6 µM; 290,000 tested, 0.14% active; in the data active = inhibition above about 12%
SSB-PriA inh – blocks PriA binding to SSB C-terminal tail. AlphaScreen SSBct-PriA binding, biotinylated peptide. inhibition, % at 33 µM. 430,000 tested, 0.6% active; in the data active = inhibition mostly above about 37%, no sharp cut-off; inactive = mostly below about 20%;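 also: plate controls were negative control peptide for no effect and reference peptide for full effect; strong numbers were not always called active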
Y pestis TopoI – inhibitors of Yersinia pestis topoisomerase I | Y. pestis Topo-I cleavage product accumulation, plate reader | activity, % at 10 µM | 360,000 tested, 0.064% active; in the data active = activity above about 50%, passing the limit was not always enough; also: inactives centre near 2
BoNT A protease – BoNT A light chain protease inhibition. multiplex microsphere protease substrate cleavage, flow cytometry. inhibition, % at 10 µM. 360,000 tested, 0.17% active; also: plate controls were buffer without enzyme for full effect and enzyme alone for no effect
* hit, by the source's call; i = inactive; . = not tested or not shown; & = joins results of further samples. Rule as the data show it, unless noted: active = inhibition above about 30%; inconclusive = no clear call, values can overlap the other calls; inactive = below that.

SMILES | PrPC surface inh | Vc quorum ag | Anthrax LF inh2 | PfHsp40 yeast | TcdB GH inh | SARS 3CLpro inh | SSB-PriA inh | Y pestis TopoI | BoNT A protease
CC(C)Oc1ccc(CNC(=O)c2cc(S(=O)(=O)N3CCOCC3)cn2C)cc1 | 7 | 0.5 | -1 | -0.1 | -0.3 | 0 | -7 | 1 | 1.5
CCN(c1ccc(C)c(C)c1)S(=O)(=O)c1ccc2c(c1)CCN2C(=O)CCC(=O)O | 8 | i | -4 | 1.6 | -1.6 | 1 | -6 | -2 | -1.0
CS(=O)(=O)N1CCCC(C(=O)NCc2ccco2)C1 (stereo unspecified) | 3 | -1.0 | -1 | -1.0 | 1.2 | 5 | -1 | 2 | -1.6
COc1ccc(-c2cnnn2-c2ccc(N)cc2)cc1OC | 9 | -2.9 | -4 | 0.4 | . | 0 | 0 | 13 | -1.7
COc1ccccc1C(=O)NCC(=O)Nc1ccc2c(c1)OCO2 | -2 | i | 1 | -1.2 | 4.2 | . | -9 | 0 | 0.9
COc1ccc(CN2CSC(=S)N(Cc3ccccc3)C2)cc1 | 5 | -0.5 | -2 | 3.2 | -0.8 | 3 | -14 | 15 | -0.7
Cn1c(C(=O)N[C@@H](C(=O)O)c2ccccc2)cc2cc(F)ccc21 | -1 | -1.1 | 3 | 3.2 | 2.8 | -4 | 1 | 7 | 2.3
O=C(Cc1c(O)c2ccccc2[nH]c1=O)NC1CCCCCCC1 | 9 | -0.1 | 2 | -0.9 | . | 6 | -17 | -3 | 2.0
COc1ccc(Br)cc1CN(C)CC(=O)Nc1cccc(S(N)(=O)=O)c1 | -7 | -0.5 | 6 | 0.0 | 0.8 | 0 | -6 | 2 | -1.2
O=C(COC(=O)/C=C/c1ccccc1Cl)Nc1cccnc1Cl | -10 | i | -1 | -1.2 | -1.6 | . | -1 | 20 | 0.4
CC1CCc2sc(C(=O)NNC(=S)NC3CC3)cc2C1 (stereo unspecified) | 6 | 0.5 | -1 | 1.8 | 0.4 | 2 | 4 | 1 | -0.2
COc1ccc(OC)c(NC(=O)C2CCN(Cc3cnn(-c4ccccc4)c3-n3cccc3)CC2)c1 | -3 | -0.2 | -4 | -0.5 | . | -3 | 20 | 25 | -1.5
CCOC(=O)C1(CCOc2ccccc2)CCN(Cc2cccc3nonc23)CC1 | -11 | -0.2 | 0 | 0.9 | 1.6 | 3 | -20 | 11 | -0.4
CCCn1c(N)c(C(=O)CSc2nncs2)c(=O)[nH]c1=O | 55* | -0.3 | 2 | -0.5 | -0.2 | . | -9 | 2 | -3.6
COc1ccc(C(=O)CSc2nnc(Cn3cnc4ccccc43)o2)cc1 | 9 | i | -4 | -0.6 | . | 0 | -3 | 0 | -0.1
O=C(CN1C(=O)CC(c2ccccc2)=Nc2ccccc21)NCc1ccco1 | -14 | i | 1 | 0.8 | . | -2 | -19 | 8 | -1.4
COC(=O)c1ccccc1SC1CC(=O)N(c2ccccc2)C1=O (stereo unspecified) | 1 | 3.0 | 2 | -1.6 | 0.0 | 5 | -3 | -1 | 0.1
CC/C(=N\NC(=O)c1ccc(-c2ccccc2)cc1)C12CC3CC(CC(C3)C1)C2 | 0 | i | -4 | -0.5 | . | 7 | . | -9 | 1.7
Nc1cc(Cl)cc2c1-c1ccc(Cl)cc1C2 | 2 | i | 2 | 0.4 | -7.8 | . | 2 | -2 | 1.3
COCCN=c1scc(-c2cc(OC)c(OC)c(OC)c2)n1/N=C/c1c(C)[nH]c2ccccc12 | 2 | -0.1 | -17 | 2.0 | -1.2 | -1 | . | 9 | 12
O=c1oc(Nc2cccc(F)c2)nc2ccccc12 | -1 | i | 4 | -1.1 | . | 2 | -12 | -1 | 0.0
CCOC(=O)c1ccc(NS(=O)(=O)c2ccc3c(c2)oc(=O)n3C)cc1 | 3 | -0.2 | -4 | 2.1 | -4.6 | -4 | -1 | 3 | 0.0
COCc1ccc(C(=O)N2CCCC(N3CCN(c4ccc(F)cc4)CC3)C2)o1 (stereo unspecified) | 4 | -0.1 | 1 | -0.3 | -4.8 | 1 | -5 | 9 | 0.0
CCCc1nn(C)c(C(=O)Nc2cccc(C)c2)c1Cl | -2 | -0.3 | -1 | 0.9 | -0.1 | -5 | -12 | 11 | -1.3
CCOC(=O)c1cnc2cc(-c3ccc(Br)cc3)nn2c1C | 2 | i | -13 | -0.7 | 0.5 | -1 | -15 | -3 | -3.5
C#CCOCCOCCOCCNc1nc(N2CCN(C(=O)CCCCCCCCCCNC(=O)[C@@H](CCC(=O)O)n3cc(CCCCCN)nn3)CC2)nc(N2CCN(C(=O)CCCCCCCCCCNC(=O)[C@H](CO)n3cc(CCCSC)nn3)CC2)n1 | . | i | -7 | -2.5 | . | . | -18 | 18 | 0.3
CC1(C(=O)NCc2ccccc2)CCC(=O)N1C1CC1 (stereo unspecified) | -4 | . | 8 | . | 1.2 | . | . | . | -1.0
Cc1cccc(OCCNc2cc(N3CCN(C)CC3)ccc2[N+](=O)[O-])c1 | -10 | -0.2 | 0 | 1.0 | . | 5 | 6 | -3 | 0.3
Cc1csc(SCC(=O)N2CCN(S(=O)(=O)c3ccc(Cl)cc3)CC2)n1 | 2 | i | 2 | -1.0 | . | 2 | -3 | -6 | -0.1
CCOC(=O)c1c(CSc2cccs2)n(C)c2cc(Br)c(O)c(CN(C)C)c12 | -2 | 0.0 | -8 | -0.9 | -8.2 | 6 | 24 | 14 | -1.4
O=C(Nc1ccccc1)N1CCC(n2c(=O)[nH]c3ccccc32)CC1 | 6 | -0.2 | -10 | 0.7 | 1.2 | -8 | -2 | 2 | -0.9
COc1ccc(N2C(=O)C3ON(C4SC(=S)N(C)C4(C)C)C(c4ccc([N+](=O)[O-])cc4)C3C2=O)cc1 (stereo unspecified) | 3 | -0.3 | 0 | -0.6 | . | 3 | -28 | -6 | 0.1
Nc1nc(CN2CCC(Cc3ccccc3)CC2)nc(Nc2ccccc2)n1 | -5 | -0.2 | -6 | -0.3 | . | 2 | 17 | 6 | 0.2
Cc1cc(C)nc(NCC(O)CNc2ccccc2C)n1 (stereo unspecified) | 4 | -3.2 | -5 | 0.4 | . | 2 | -5 | -7 | 1.0
O=C(Nc1ccc2c(c1)CCCN2C(=O)c1cccs1)c1c(F)cccc1Cl | 3 | -1.1 | -2 | -1.3 | 0.2 | 7 | 14 | 4 | 0.2
CC(=O)c1ccc(NC(=O)CCC(=O)OCC(=O)c2cccc([N+](=O)[O-])c2)cc1 | . | -0.2 | 1 | -0.1 | . | -7 | 0 | 21 | -0.8
N/C(=N\OC(=O)COc1ccc(Br)cc1Cl)c1ccccn1 | 20 | -0.3 | 0 | -0.2 | . | 1 | . | -10 | -1.5
CCOC1=C2CN(S(=O)(=O)c3ccc(C)cc3)[C@H](c3ccccc3)C[C@@H]2N(S(=O)(=O)c2ccc(C)cc2)[C@H](c2cccs2)C1 | -2 | . | -2 | . | 0.6 | . | . | . | -0.7
COc1ccc(F)cc1S(=O)(=O)N1CCCN(S(=O)(=O)c2cc(F)ccc2OC)CC1 | 3 | i | -1 | -0.8 | 1.7 | 3 | -13 | 24 | -0.7
Cc1ccc(NC(=O)C2CCCN(c3ncccn3)C2)cc1C (stereo unspecified) | 0 | i | -1 | -1.5 | 2.1 | -1 | -2 | -2 | -0.2
COCCNc1ncnc2c1ncn2[C@H]1CN(Cc2ccc(-c3ccccc3)cc2)C[C@@H](CO)O1 | 6 | i | -6 | . | 3.8 | . | . | 23 | -0.3
NS(=O)(=O)c1ccc(N2N=C(c3ccccc3)CC2c2cccc(Cl)c2)cc1 (stereo unspecified) | 10 | -1.1 | -1 | 0.4 | -0.2 | . | -25 | -10 | -0.2
CC(=O)Nc1nc2c(C)cc(NC(=O)C3CCCCC3)cc2s1 | -3 | -0.6 | 4 | 0.7 | 1.2 | -5 | -6 | -4 | -3.5
CCOc1ccccc1OCC(=O)Nc1nc2ccccc2[nH]1 | 4 | i | -2 | -0.2 | 2.0 | 4 | 0 | 4 | -0.4
CC(C)CCNC(=O)c1ccc(CS(=O)(=O)Cc2ccccc2F)o1 | 0 | i | 2 | -0.8 | 0.9 | -4 | -1 | 2 | -1.4
Cc1nc2ccccc2n1/N=C/c1cccnc1 | -2 | i | -4 | -0.1 | . | -3 | . | 3 | -3.2
CC(C)n1c(CN2CCN(Cc3ccccc3)CC2)nc2ccccc21 | 2 | -0.4 | 5 | -0.3 | -3.4 | -1 | 0&-13 | 31 | -5.8
CCCCCn1c(=O)[nH]c2cc(C(=O)NCCCN3CCCCC3)ccc2c1=O | -14 | 1.9 | 4 | -0.3 | . | -6 | -17 | -4 | -0.3
CCCC(=O)Nc1nc2nc(-c3ccccc3)cc(=O)n2[nH]1 | -9 | i | 2 | -2.7 | . | -2 | -12 | 0 | -0.2
COc1ccc(NS(=O)(=O)c2ccc(NC(=O)c3ccc(CN4CCOCC4)cc3)cc2)cc1 | 12 | -0.3 | 1 | 50* | -0.2 | 3 | 0 | 0 | 0.0

(further entries)
SMILES | PrPC surface inh | Vc quorum ag | Anthrax LF inh2 | PfHsp40 yeast | TcdB GH inh | SARS 3CLpro inh | SSB-PriA inh | Y pestis TopoI | BoNT A protease
C=CCNC(=O)COC(=O)c1oc2ccccc2c1CSC1CCCCC1 | 1 | -1.4 | -3 | 0.8 | 1.9 | 2 | -7 | 12 | -0.3
O=C(Nc1ccccc1N1CCN(C(=O)c2ccc(Cl)cc2)CC1)c1cc(Br)ccc1Cl | -4 | -1.2 | -10 | 1.6 | . | 3 | -4 | 4 | -1.5
O=C(CS(=O)(=O)Cc1ccccc1)N1CCN(c2ccccc2F)CC1 | 3 | . | -10 | -0.2 | 2.3 | -3 | -9 | 7 | -7.9
c1coc(-c2nc3ccccc3nc2-c2ccco2)c1 | -16 | 5.3 | -12 | -0.7 | -8.5 | 1 | -1 | -5 | -2.3
CCOC(=O)N1CCN(C(=O)C2CCN(S(C)(=O)=O)CC2)CC1 | -2 | -6.2 | -2 | -0.2 | 0.4 | 2 | -1 | -6 | 1.1
CCCCC1=CC2=CC(=O)C(C)(OC(=O)CC)C(=O)C2=CN1c1ccccc1 (stereo unspecified) | . | -0.6 | 4 | -0.4 | . | . | -7 | -2 | 2.2
COc1ccc(-c2cn3c4c(sc3n2)CCCC4)cc1 | 6 | . | 12 | 22 | . | -3 | 12 | 34 | 0.7
O=C(NCc1ccc(N2CCCC2=O)cc1)c1cnccn1 | 4 | i | 2 | -2.4 | . | 1 | -3 | 4 | 0.4
O=C(Nc1ccc(-c2csc(Nc3ccc(Cl)cc3)n2)cc1)c1ccccc1 | 0 | i | 1 | 0.7 | 0.7 | . | -6 | -15 | -0.5
COc1ccc(OC)c(NC(=O)COC(=O)c2c3c(nc4ccccc24)CCCC3)c1 | 8 | i | -7 | 0.4 | 1.5 | -5 | 22 | 0 | -0.1
NC(=O)c1c(NC(=O)c2ccc(N3C(=O)CCC3=O)cc2)sc2c1CCCC2 | -12 | -1.4 | -3 | 0.5 | -1.1 | . | -13 | -9 | 1.0
CC(C)CNC(=O)c1cc(-c2ccco2)on1 | -3 | -0.5 | -3 | 0.4 | 1.9 | -1 | -18 | 3 | -0.3
O=C(NCc1ccccc1)C1CCN(S(=O)(=O)c2cc([N+](=O)[O-])ccc2Cl)CC1 | 0 | -0.2 | -2 | -0.5 | 1.1 | 0 | -5 | 7 | -1.6

Compound profiles, as listed above. Order of screens: PrPC surface inh	Vc quorum ag	Anthrax LF inh2	PfHsp40 yeast	TcdB GH inh	SARS 3CLpro inh	SSB-PriA inh	Y pestis TopoI	BoNT A protease
Record of `CCOC1=C2CN(S(=O)(=O)c3ccc(C)cc3)[C@H](c3ccccc3)C[C@@H]2N(S(=O)(=O)c2ccc(C)cc2)[C@H](c2cccs2)C1` : -2	.	-2	.	0.6	.	.	.	-0.7
Record of `CS(=O)(=O)N1CCCC(C(=O)NCc2ccco2)C1` (stereo unspecified) : 3	-1.0	-1	-1.0	1.2	5	-1	2	-1.6
Record of `O=C(COC(=O)/C=C/c1ccccc1Cl)Nc1cccnc1Cl` : -10	i	-1	-1.2	-1.6	.	-1	20	0.4
Record of `O=C(CS(=O)(=O)Cc1ccccc1)N1CCN(c2ccccc2F)CC1` : 3	.	-10	-0.2	2.3	-3	-9	7	-7.9

This is a subset; count on the stated rates, not on these rows.
